ERa coact pot – ER-alpha (human) coactivator binding potentiation; P03372; TR-FRET ERalpha-LBD/SRC-Cy5 coactivator binding, 2 h; 100 = basal binding, no effect; coactivator binding (% of control), % at 25.6 µM; 86,000 tested, 1.3% active; in the data active = activity above about 200%;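 also: binding measured in presence of low estradiol as agonist stimulus; 0% = peptide alone without receptor and 100% = receptor with peptide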
ERa SRC1 inh – ER-alpha (human) coactivator binding inhibition; AID 629; inhibition, % at 25.6 µM; TR-FRET ER-alpha LBD / SRC-1 peptide, estradiol-bound; P03372; 86,000 tested, 1.7% active; in the data active = inhibition above about 50%;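 also: 0% = receptor plus peptide control and 100% = peptide only without receptor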
CYP2C19 activ – activators of human cytochrome P450 2C19; P33261; activation factor at 5 µM; AID 1025; recombinant CYP2C19, luciferin-H EGE luminescence; stronger effect = higher value; 0 = fully inhibited enzyme, 1 = untreated enzyme; 96,000 tested, under 10 active;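 active = activation factor of at least 2 at 5 µM in the primary screen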;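 also: 0 = wells with 2.5 mM tranylcypromine and 1 = vehicle-only wells; values of inactives mirror those of a sister screen read the other way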
CD11b adhes inh – CD11b/CD18-fibrinogen binding inhibition. P05107+P11215. K562 CD11b/CD18 adhesion to fibrinogen, ATPlite luminescence; Mn2+ added to activate the integrin. inhibition, % at 10 µM. 93,000 tested, 0.54% active;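 active = primary inhibition of 50% or more at 10 µM, then 40% or more on retest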; also: some results filed as inactive read as strong as hits
Target sequence (P05107 whole entry, looked up, other chains not shown): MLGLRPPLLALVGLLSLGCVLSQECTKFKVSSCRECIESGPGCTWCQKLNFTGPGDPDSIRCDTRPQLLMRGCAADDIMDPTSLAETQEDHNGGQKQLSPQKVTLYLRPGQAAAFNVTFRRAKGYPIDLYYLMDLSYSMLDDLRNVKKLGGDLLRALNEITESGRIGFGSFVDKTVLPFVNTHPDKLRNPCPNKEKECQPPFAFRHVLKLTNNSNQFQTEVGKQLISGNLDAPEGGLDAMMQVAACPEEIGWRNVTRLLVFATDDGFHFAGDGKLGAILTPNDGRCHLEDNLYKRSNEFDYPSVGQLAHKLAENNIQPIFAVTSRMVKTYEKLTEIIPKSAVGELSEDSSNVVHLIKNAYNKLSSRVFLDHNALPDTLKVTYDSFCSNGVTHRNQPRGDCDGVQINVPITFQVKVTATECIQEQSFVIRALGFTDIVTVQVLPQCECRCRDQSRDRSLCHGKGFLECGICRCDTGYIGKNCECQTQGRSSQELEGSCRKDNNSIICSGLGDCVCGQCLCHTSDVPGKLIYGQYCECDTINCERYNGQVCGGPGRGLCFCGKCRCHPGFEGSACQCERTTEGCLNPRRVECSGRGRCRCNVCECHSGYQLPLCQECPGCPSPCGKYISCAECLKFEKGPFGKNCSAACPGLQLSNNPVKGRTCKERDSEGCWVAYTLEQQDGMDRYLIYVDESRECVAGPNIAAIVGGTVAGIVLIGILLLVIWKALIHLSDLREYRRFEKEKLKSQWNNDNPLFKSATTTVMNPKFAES
HUVEC inhibit – human endothelial cell proliferation inhibition; 86,000 tested, 1.1% active; HUVEC proliferation, CellTiter-Glo luminescence, 72 h; stronger effect = lower value; viability, % at 10 µM (by protocol); AID 648;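 active = viability at or below 30%; inactive = viability above 30%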;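 also: 100% = median luminescence of DMSO-only cell control wells on each plate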
H69AR growth 86K – blocks growth of human H69AR lung tumor cells. H69AR lung tumor viability, ATP luminescence, 72 h; stronger effect = lower value. viability, % at 10 µM. 85,000 tested, 6% active. AID 598;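 active = viability at or below 40%; inactive = viability above 40%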;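 also: multidrug resistant small cell line overexpressing MRP-1 efflux transporter; 100% = mean luminescence of untreated control wells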
Fibroblast inh – blocks proliferation of human lung fibroblasts; viability, % at 10 µM; 85,000 tested, 1.1% active; AID 719; LL 47 human lung fibroblast viability, ATP luminescence; stronger effect = lower value;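 active = viability at or below 50% in the single dose screen; inactive = viability above 50%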;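 also: compound exposure lasted 72 h before the ATP readout; 100% = median luminescence of untreated cell-only wells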
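Benchmarks: Cell-only wells, no compound | Test system: LL 47 human lung fibroblasts, passage 12 or lower | Input: 1,150 cells/well | Measured by: CellTiter-Glo luminescence measuring cellular ATP | Medium: IMEM, 15% FBS supplement | Schedule: Overnight attachment after seeding, then 72 h compound exposure at 37 °C | Doses: Compound addition at 0.1% DMSO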
CYP2C19 inh – inhibitors of human CYP2C19; CYP2C19 Supersomes, luciferin-H EGE luminescence, 30 min; inhibition, % at 5 µM; AID 778; 96,000 tested, 21% active;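 active = CYP2C19 inhibition above a set limit at 5 µM in the primary screen, cut at about 50% in these data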;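 also: plate controls were negative control wells for no effect and 2.5 mM tranylcypromine positive control for full effect; values of inactives mirror those of a sister screen read the other way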
CD11b adhes enh – increases human CD11b/CD18 adhesion to fibrinogen | P05107+P11215 | K562 CD11b/CD18 adhesion to fibrinogen, ATPlite luminescence | activation, % at 10 µM | 93,000 tested, 0.07% active;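 active = 10 µM primary screen giving 50% or more activity, confirmed by 40% or more on retest at that dose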; also: strong numbers were not always called active
Numbers without * were called inactive; · = no result given; [ ] = remark or other dose. Hits appear at their usual frequency; about 26% have a hit in one of these screens.

SMILES,ERa coact pot,ERa SRC1 inh,CYP2C19 activ,CD11b adhes inh,HUVEC inhibit,H69AR growth 86K,Fibroblast inh,CYP2C19 inh,CD11b adhes enh
c1cncc(-c2nc(-c3cccs3)cs2)c1,103,-5,0.3,-6,84,75,92,70*,1
Cn1c(=O)n(CC(=O)Nc2ccc(F)cc2)c2ccccc21,94,-13,0.7,-8,98,91,86,34,0
O=C(c1ccccc1)c1nc2ccccc2[nH]c1=O,110,-1,0.6,2,101,100,107,44,-4
Cc1ccc(C2NC(=O)c3ccccc3N2)s1 (stereo not drawn),119,2,0.9,-9,56,32*,60,5,-4
COc1ccc(NC(C)c2cc(Cl)ccc2O)cc1 (stereo not drawn),83[fluorescence artefact?],0,0.4,-6,77,95,99,58*,2
O=C(CCn1c(=O)oc2ccccc21)NC1=NCCS1,117,-4,·,·,96,106,97,·,·
COc1ccc(N2CCN(C(=O)CN(c3ccc(Br)cc3)S(C)(=O)=O)CC2)cc1,95,-6,0.5,-13,93,82,92,48,-6
O=C1N/C(=N/Nc2ccccc2)S/C1=C\c1ccccc1,·,·,0.5,79*,·,·,·,53*,-12
CCN(CCCNC(=O)CC(C(=O)N1CCc2ccccc21)n1ccnc1)c1cccc(C)c1 (stereo not drawn),97,-44[fluorescence artefact?],0.1,22,92,75,98,94*,3
O=C(Nc1nnc(CC(=O)N2CCOCC2)s1)c1cccs1,106,-8,1.1,-20,88,97,93,-10,0
COc1cc(NC(=O)NS(=O)(=O)c2ccc(C)cc2)cc(OC)c1,110,6,1.1,15,82,87,102,-8,4
CCOc1ccccc1N(CC(=O)NC(C)(C)C)C(=O)Cn1nnc(-c2ccc(C)o2)n1,112,1[fluorescence artefact?],0.7,2,100,101,108,32,4
O=C(NC1CCCCC1)C12CC3CC(C1)CC(n1cncn1)(C3)C2,·,·,1.1,30,·,·,·,-5,1
COC(=O)c1ccc(Cn2cnc3ccccc3c2=O)cc1,93,-2,0.3,-4,104,106,100,67*,-3
CN(C)CCNC(=O)Cn1nc(C(F)F)cc1C1CC1,120,-18,1,-12,93,101,100,-1,0
CCC(C)(C(=O)NC1CCCC1)N(C(=O)c1cnccn1)c1ccccc1 (stereo not drawn),119,-9,0.9,-12,92,103,90,13,-1
COc1cc(C)ccc1OCCCOc1ccccc1Cl,·,·,0.6,5,·,·,·,36,5
CC(C)C(=O)c1cn(CC(=O)NCc2ccc3c(c2)OCO3)c2ccccc12,99,-18,·,·,90,94,92,·,·
CC(Cc1ccc(O)c(O)c1)C(C)Cc1ccc(O)c(O)c1 (stereo not drawn),40,66*,·,·,70,33*,93,·,·
Cc1ccc(N(CC(=O)Nc2cccc(C)c2)S(=O)(=O)c2cccc3nonc23)cc1,136,0,0.4,10,75,83,81,55*,-2
CCN(CC)c1nc2c(s1)C(=O)NCCC2,101,-6,1,-19,98,105,101,4,-3
CC1(C)CC(=O)C(C=NC2CCCCC2)=C(O)C1,117,-18,0.7,-10,93,97,95,30,3
O=[n+]1c2c(n([O-])c3cc(F)c(F)cc31)CCCC2,144[fluorescence artefact?],-22[fluorescence artefact?],1.2,·,105,89,102,-22,·
Cc1nc(-n2cc(F)c(=O)[nH]c2=O)c2nc(C)oc2n1,118,-2,1,-1,111,100,101,-5,-1
COc1ccc(CCNC(=O)C2CCN(S(=O)(=O)N3CC(C)CC(C)C3)CC2)cc1OC (stereo not drawn),120,2,1,-26,94,89,99,-1,-2

Filtered by structure, the compounds so far containing two or more sulfur atoms
SMILES,ERa coact pot,ERa SRC1 inh,CYP2C19 activ,CD11b adhes inh,HUVEC inhibit,H69AR growth 86K,Fibroblast inh,CYP2C19 inh,CD11b adhes enh
c1cncc(-c2nc(-c3cccs3)cs2)c1,103,-5,0.3,-6,84,75,92,70*,1
O=C(Nc1nnc(CC(=O)N2CCOCC2)s1)c1cccs1,106,-8,1.1,-20,88,97,93,-10,0

(continued)
SMILES,ERa coact pot,ERa SRC1 inh,CYP2C19 activ,CD11b adhes inh,HUVEC inhibit,H69AR growth 86K,Fibroblast inh,CYP2C19 inh,CD11b adhes enh
CCOc1ccc(NC(=O)CN(C)CC(=O)Nc2ccccc2C#N)cc1OCC,110,3,0.8,-7,99,65,97,16,-2
COc1cccc(-c2cc(C(=O)Nc3ccccc3SC)no2)c1,104[fluorescence artefact?],1,1,-4,97,102,·,-5,1
Cc1ccc(/C=N/N2C(=S)SC(C)(C)C2N(O)C(=O)Nc2ccc([N+](=O)[O-])cc2)cc1 (stereo not drawn),111,-5,0.8,·,90,74,92,23,·
CCc1c(C(=O)OC)nnc2cc(C)nn12,·,·,0.9,-1,·,·,·,13,-3
CCOc1cc(-n2ncc(C#N)c2N)nc(SC)n1,159,18[fluorescence artefact?],·,·,70,68,87,·,·
CC1CCCN(S(=O)(=O)c2ccc(NC(=O)CCN3C(=O)c4ccccc4C3=O)cc2)C1 (stereo not drawn),118,0,1,-26,100,95,105,4,-3
O=C(C1CC1(c1ccccc1)c1ccccc1)N1CCOCC1 (stereo not drawn),113,-1,0.6,2,108,100,101,44,0
CCC(C)(C(=O)NC1CCCCC1)N(Cc1ccco1)C(=O)c1cnccn1 (stereo not drawn),107,3,0.9,-26,104,85,89,13,6
CN1c2ccccc2C(O)=C(C(=S)Nc2ccc(Cl)cc2)S1(=O)=O,·,·,1,52*,·,·,·,1,-6
Cc1ccc(CNc2ncc(-c3ccc4c(c3)OCO4)n2C)cc1,87,-12,0.3,1,107,48,87,69*,-4
CCC(c1nnnn1CCc1ccccc1)N(Cc1ccco1)Cc1cc2cccc(C)c2[nH]c1=O (stereo not drawn),108,0,0.7,16,97,45,89,28,-1
C=CCOc1cccc(C2/C(=C(\O)c3ccc(F)cc3)C(=O)C(=O)N2CCN(C)C)c1 (stereo not drawn),115,-2,1,-29,92,94,100,0,2
CCCCNC(=O)CSc1nc2cc3c(cc2c(=O)n1CCCN(CC)CC)OCO3,66[fluorescence artefact?],18,1.1,-39,105,86,101,-6,2
COC(=O)C1=C(C(=O)OC)SC2(S1)C(C(=O)OC)=C(C(=O)OC)SC1=C2c2cccc(C)c2NC1(C)C,94,5,0.1,56,89,60,104,85*,-3
CCN1/C(=C/C(=O)c2ccco2)Sc2ccccc21,114,4[fluorescence artefact?],0.8,0,82,49,89,19,-1
CCS(=O)(=O)N1Cc2ccccc2CC1C(=O)N1CCN(c2cccc(C)c2C)CC1 (stereo not drawn),61[fluorescence artefact?],80*[fluorescence artefact?],0.4,-4,110,88,93,64*,41
Cn1c(CSc2nnc(SCc3ccccc3)s2)nc2ccccc21,·,·,0.4,17,·,·,·,60*,-1
COc1ccc(-c2nc3ccc(N4CCCC4)cc3c(=O)[nH]2)cc1OC,·,·,1,-7,·,·,·,-5,41
CCCN(CCC)CCNC(=O)c1cc2c(C)nc3ccccc3c2o1,95,-1,1.1,-8,91,92,87,-9,2
COc1ccccc1C1C(C(C)=O)=C(C)N=c2s/c(=C\c3cc(OC)c(OC)c(OC)c3)c(=O)n21 (stereo not drawn),97,-19,·,·,80,30*,93,·,·
COc1cccc(NC(=O)c2nnn(Cc3ccc(Br)cc3F)c2N)c1,270*,-3,1.2,2,69,107,95,-22,-3
CC(C)CNc1oc(-c2ccco2)nc1C#N,103,-10,·,·,99,97,94,·,·
O=C1c2ccccc2C(=O)N1CCCC(=O)N1CCCc2ccccc21,88,-2,0.2,-22,98,101,102,83*,5
COC(=O)CN1C(=O)C2(C(C#N)=C(N)Oc3cc(C)oc(=O)c32)c2ccccc21 (stereo not drawn),90,4,0.8,7,95,90,104,19,-3
N#Cc1cc(-c2ccccc2)nnc1Sc1ccccc1,103,-3,1.1,-31,90,78,94,-13,23
COc1ccc(Cl)cc1NC(=O)CN(C(=O)c1ccco1)C1CCCCC1,108,22,0.5,6,96,83,96,46,0
Cc1ccc(-c2nn(CC(=O)NCc3cc(-c4nn(C)c(=O)c5ccccc45)ccc3C)c(=O)c3ccccc23)cc1,66[fluorescence artefact?],88*[fluorescence artefact?],0.5,9,4.1*,2.1*,4.9*,49,-2
O=C(Nc1ccc(N2CCN(C(=O)c3ccco3)CC2)c(Cl)c1)c1cc2ccccc2o1,130,-17,0.3,51,7.9*,37*,43*,71*,5
O=C(Nc1ccc2c(c1)OCO2)c1ccccc1SCC(=O)N1CCCC1,·,·,0.6,-5,·,·,·,45,6
Cc1nc2c(c(N3CCOCC3)n1)OCC(=O)N2,·,·,1.1,-8,·,·,·,-10,-4
NC(=O)CSc1nnc(Cc2ccc3c(c2)OCO3)n1C1CCCCC1,113[fluorescence artefact?],5[fluorescence artefact?],0.8,-3,104,101,105,23,-4
COc1cc(OC)c(C2N(c3ccc(Cl)c(Cl)c3)C(=O)C3CCCN32)cc1OC (stereo not drawn),111,2,0.7,-16,83,89,98,26,-1
N#CCCN1CCN(Cn2c3ccccc3c3ccccc32)CC1,115,-1,0.6,-4,97,101,92,40,-4
COCCNC(=O)NC(=O)COC(=O)Cc1ccc2c(c1)OCCO2,88,2,1,-41,99,101,109,2,-2
Cc1[nH]c2ccccc2c1C(=O)COC(=O)C1CC(=O)N(Cc2ccccc2)C1 (stereo not drawn),87,-16,0.2,-12,87,82,89,78*,1
C=CCn1c(SCC(=O)Nc2nnc(CC)s2)nnc1-c1cccnc1,117,-3,1.1,-3,97,86,95,-7,-1
COc1cc(C)c(S(=O)(=O)NCc2ccc3c(c2)OCO3)cc1C,79,66*,0,-4,99,97,99,100*,-12
CCn1cc(C(=O)OCC(=O)Nc2ccc(S(=O)(=O)N3CCCC3)cc2)c(=O)c2ccc(C)nc21,133,20[fluorescence artefact?],0.9,-13,91,26*,88,6,56
Cc1[nH]c(=O)c(C#N)c(C)c1Br,95,6,1.1,-14,94,93,106,-5,-3
Cc1nc(SCC(=O)Nc2ccccc2)c2oc3ccccc3c2n1,552*[fluorescence artefact?],55*[fluorescence artefact?],0.5,-8,47,12*,91,51*,-1
COc1ccc(Nc2oc(COc3ccc(C)cc3)nc2C#N)cc1,113,-4,·,·,86,94,89,·,·
CCOC(=O)c1c(C)c(C(=O)NCCCOC(C)C)c(C)n1C,115,-7,0.6,-8,96,92,94,40,0
COc1ccc2c(Cl)c(C(=O)NCCCn3ccnc3)sc2c1Cl,276*,12,0.1,·,80,83,100,88*,·
CC12CCC(C(=O)Nc3ncc([N+](=O)[O-])s3)(OC1=O)C2(C)C (stereo not drawn),122,-5[fluorescence artefact?],1.2,·,89,88,87,-19,·

Two entries picked at random from the list so far, as already listed:
SMILES,ERa coact pot,ERa SRC1 inh,CYP2C19 activ,CD11b adhes inh,HUVEC inhibit,H69AR growth 86K,Fibroblast inh,CYP2C19 inh,CD11b adhes enh
Cc1ccc(-c2nn(CC(=O)NCc3cc(-c4nn(C)c(=O)c5ccccc45)ccc3C)c(=O)c3ccccc23)cc1,66[fluorescence artefact?],88*[fluorescence artefact?],0.5,9,4.1*,2.1*,4.9*,49,-2
COc1cc(C)c(S(=O)(=O)NCc2ccc3c(c2)OCO3)cc1C,79,66*,0,-4,99,97,99,100*,-12
